# NSD2 HMT inh: inhibitors of human histone methyltransferase NSD2; O96028; NSD2 peptide methylation, AlphaScreen, 120 min; inhibition, % at 12.5 µM; 310,000 compounds, 0.54% hits; AID 743445; in the data active = inhibition above about 50%
# Target sequence (O96028 whole entry, looked up): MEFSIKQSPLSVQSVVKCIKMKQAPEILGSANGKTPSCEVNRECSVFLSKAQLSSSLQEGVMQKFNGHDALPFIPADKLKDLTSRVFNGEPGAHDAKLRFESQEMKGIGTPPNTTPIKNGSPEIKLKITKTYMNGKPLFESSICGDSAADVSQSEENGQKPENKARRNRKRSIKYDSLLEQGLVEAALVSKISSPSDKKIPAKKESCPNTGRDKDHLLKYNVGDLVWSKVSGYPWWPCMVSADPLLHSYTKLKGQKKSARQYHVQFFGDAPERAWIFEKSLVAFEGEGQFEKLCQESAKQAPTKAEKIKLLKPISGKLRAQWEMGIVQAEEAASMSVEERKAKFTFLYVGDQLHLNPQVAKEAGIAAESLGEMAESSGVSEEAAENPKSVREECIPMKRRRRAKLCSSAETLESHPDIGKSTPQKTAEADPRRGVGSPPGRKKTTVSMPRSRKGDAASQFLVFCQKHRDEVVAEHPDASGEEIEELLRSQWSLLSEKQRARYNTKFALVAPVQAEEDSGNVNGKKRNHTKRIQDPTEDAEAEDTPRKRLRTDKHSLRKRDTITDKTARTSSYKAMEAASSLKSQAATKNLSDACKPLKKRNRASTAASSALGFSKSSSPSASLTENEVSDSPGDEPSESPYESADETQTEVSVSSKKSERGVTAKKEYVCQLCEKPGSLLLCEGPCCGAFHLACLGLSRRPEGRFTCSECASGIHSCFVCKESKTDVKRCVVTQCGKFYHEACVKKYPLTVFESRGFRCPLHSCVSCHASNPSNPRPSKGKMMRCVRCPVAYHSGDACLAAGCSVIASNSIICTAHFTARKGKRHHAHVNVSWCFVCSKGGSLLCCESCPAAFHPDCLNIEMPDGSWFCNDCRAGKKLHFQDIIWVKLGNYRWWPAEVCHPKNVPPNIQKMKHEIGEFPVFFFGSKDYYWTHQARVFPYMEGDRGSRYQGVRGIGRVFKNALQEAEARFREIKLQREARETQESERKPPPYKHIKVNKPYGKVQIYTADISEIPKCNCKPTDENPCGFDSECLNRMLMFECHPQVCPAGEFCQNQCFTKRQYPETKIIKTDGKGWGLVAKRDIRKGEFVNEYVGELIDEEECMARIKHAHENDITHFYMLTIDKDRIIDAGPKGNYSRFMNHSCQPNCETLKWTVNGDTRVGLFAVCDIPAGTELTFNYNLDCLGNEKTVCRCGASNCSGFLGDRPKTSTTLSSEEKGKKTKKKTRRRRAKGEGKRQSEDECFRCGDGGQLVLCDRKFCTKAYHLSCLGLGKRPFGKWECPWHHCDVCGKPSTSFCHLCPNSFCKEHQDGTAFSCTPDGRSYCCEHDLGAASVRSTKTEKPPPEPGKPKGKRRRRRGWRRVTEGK
# CDK5 p35 inh: blocks human CDK5/p35 kinase activity | AID 488839 | Recombinant CDK5/p35, ADP-Glo luminescence, 60 min | Q00535+Q15078 | 330,000 compounds, 0.01% hits | inhibition, % at 10 µM;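 active = highest replicate inhibition of at least 50% and at least 75% of replicates reaching 50%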;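 note: plate controls were DMSO neutral control for no effect and GW8510 at 10 µM for full effect; many of its hits are not listed in these tables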
# PKA-R1A activ: PKA-R1A complex activation | AID 504707 | 340,000 compounds, 0.083% hits | P00514+P68181 | PKA-R1A dissociation, Cy5-IP20 fluorescence polarization; scaled: DMSO 0%, 113 µM cGMP 100% | activation, % at 11.4 µM;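 active = percent activation above the mean of all tested compounds plus 3 SD, cut at about 19% in these data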;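 note: higher means more PKAc released from R1A so a rise in polarization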
# SR-BI DiI-HDL act: activators of SR-BI mediated HDL lipid uptake. 320,000 compounds, 0.096% hits. AID 504775. activation, % at 12.5 µM. CHO ldlA[mSR-BI] cells, DiI-HDL uptake fluorescence, 3 h; 100 = double the neutral-control signal;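 active = mean replicate activation of at least 60% and every replicate at or above 60%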;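 note: 0% = median plate neutral-control signal and 100% = twice that signal; values of inactives mirror those of a sister screen read the other way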
#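 Test system: SR-BI-overexpressing, LDLR-lacking CHO cells; Also added: labelled HDL, 10 µg/mL; Measured by: bottom-read cell fluorescence after medium removal, ex 550/em 595 nm; Timing: 3 h uptake period with compound, 37 °C; Buffer or medium: F12, 0.5% BSA, 25 mM HEPES; Doses: single compound concentration, delivered by pin transfer.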
# Arr AP2 block: human beta-arrestin and AP2 interaction inhibition. FITC-arrestin peptide / GST-AP2 beads, flow cytometry; AP2 beta2 appendage carries R879A mutation. 340,000 compounds, 0.31% hits. AID 504490. inhibition, % at 10 µM;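 active = inhibition above a set limit, near 3 SD of compounds lacking own fluorescence, cut at about 54% in these data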;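 note: plate controls were DMSO wells for no effect and 5 µM unlabelled arrestin peptide for full effect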
#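 Test system: GST-tagged AP2 beta2-adaptin appendage (R879A) on 4 µm glutathione beads; also added: fluorescein-tagged arrestin peptide at 50 nM final; timing: 12 min plus 1 h, RT; signal: flow cytometry, FL1 (488/535 nm); read-out: percent drop in bead-associated FITC signal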
# Pemphigus Ab inh: blocks pemphigus antibody binding to human desmoglein-3 | P32926 | DSG3-coupled beads, scFv-anti-DSG3-GFP binding, flow cytometry; stronger effect = lower value | binding (percent of control), % at 10 µM | 310,000 compounds, 0.48% hits;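 active = binding more than 3 SD below its plate's average and above zero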; note: some compounds called inactive have numbers as strong as hits
# MITF TRPM1 HTS: activators of MITF-driven TRPM1 promoter activity in SK-MEL-5 cells; SK-MEL-5 TRPM1-promoter luciferase, 24 h; % of positive control, neutral wells = 0; activation, % at 12.5 µM; 300,000 compounds, 0.75% hits; AID 588334;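 active = mean activation of at least 80% with every replicate also reaching 80%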;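 note: 0% = neutral control wells and 100% = parthenolide positive control wells; values of inactives mirror those of a sister screen read the other way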
# PKA-R2B activ: activates the human PKA-R2B holoenzyme complex | P22694+P31323 | PKA-R2B holoenzyme dissociation, Cy5-IP20 fluorescence polarization; R2B truncated from residue 108, S112A mutant; 0% DMSO only, 100% 113 µM cGMP | activation, % at 11.4 µM | 340,000 compounds, 0.079% hits;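 active = activation above a cutoff set at the mean over all compounds plus 3 SD, cut at about 18% in these data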;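 note: higher means more holoenzyme dissociation and a rise in polarization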
# SUMO Mot1 rescue: SUMOylation pathway inhibition by Mot1-301 growth rescue | S. cerevisiae Mot1-301 growth rescue, ATP luminescence, 38.5C; percent above DMSO median, 100 means doubled | growth rescue, % at 18.8 µM | 320,000 compounds, 1% hits;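 active = every valid replicate shows activation above 250% relative to neutral control wells; inactive = the rest, any valid replicate at or below 250%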;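 note: OY570 slx delta 5 strain wells were the positive control but not used for scaling; some compounds called inactive have numbers as strong as hits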
# SR-BI DiI inh: mouse SR-BI HDL lipid transfer inhibition. Q61009. ldlA[mSR-BI] CHO cells, DiI-HDL uptake fluorescence, 3 h. inhibition, % at 12.5 µM. 320,000 compounds, 0.96% hits;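 active = mean replicate inhibition of at least 70% and a set share of replicates each scoring 70 or more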;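 note: 0% = median of neutral control wells and 100% = median of positive control wells; values of inactives mirror those of a sister screen read the other way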
# dFosB act: activators of mouse delta FosB homodimer | AID 493131 | activation, % at 25 µM | P13346 | 340,000 compounds, 0.99% hits | purified delta FosB, TAMRA-CDK5 oligo fluorescence polarization; percent of positive-control signal above neutral wells;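 active = mean activation above about 17%, with every replicate also reaching it, limit read from the data, passing the limit was not always enough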;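 note: fluorescence polarization rise as delta FosB binds a TAMRA Cdk5 AP-1 oligo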
# Active calls of the source: *; x = no result given; & = joins results of further samples. Rows were taken by chance; overall some 4.7% were active at least once.
SMILES,NSD2 HMT inh,CDK5 p35 inh,PKA-R1A activ,SR-BI DiI-HDL act,Arr AP2 block,Pemphigus Ab inh,MITF TRPM1 HTS,PKA-R2B activ,SUMO Mot1 rescue,SR-BI DiI inh,dFosB act
O=C1/C(=C/c2ccco2)CCc2ccccc21,11,-1.2,-6,21,-3,135,22,6,-10,-21,-8
CCOc1ccc([N+](=O)[O-])cc1CNC1CCCCCCC1,3,1.2,8,2,16,111,x,-14,-14,-2,-6
O=C1c2ccccc2NC(c2ccco2)N1/N=C/c1ccco1 (stereo not drawn),2,0.4,-7,13,8,105,28,-2,-4,-13,0
Cc1cccc(NC(=O)COC(=O)c2cc(C)oc2C)c1,1,0.8,6,17,7,99,4,-10,16,-17,3
NS(=O)(=O)c1ccc(NC(=O)NC2CC(=O)N(c3ccc4c(c3)OCCO4)C2)cc1 (stereo not drawn),-1,0.0,-10,16,-19,98,13,10,3,-16,-6
CCCCNC(=O)C1CC(=O)N(C2CCCCC2)C1 (stereo not drawn),-1,-16,3,22,-7,105,-6,-8,4,-22,0
C#CCNC(=O)C1=C[C@@H](c2ccc(Br)cc2)C[C@@H](OCCCCO)O1,x,-1.9,-5,-22,-3,96,0,-14,-11,22,-3
CC(C)(C)c1ccc(CCC2OCC(C[N+]3(C)CCOCC3)O2)cc1 (stereo not drawn),-4,-1.4,x,19,-3,92,x,x,25,-19,-4
Cc1ccccc1NS(=O)(=O)c1cc(C(=O)NCCC2=CCCCC2)ccc1Cl,-8,1.3,2,-17,4,98,-12,8,17,17,0
Cc1ccc(-c2nnc(SCC(=O)NC3CCCC3)n2N)cc1,-2,1.5,1,26,3,96,6,3,20,-26,-3
CC1CCN(CCOCCSc2ccc(Cl)cc2)CC1,3,-0.6,7,42,9,97,2,-11,26,-42,0
O=C(CNC(=O)c1ccccc1)N/N=C/c1cn[nH]c1-c1ccccc1,x,-0.1,7,-16,-28,99,-15,0,2,16,-4
C=C(C)COc1ccc(-c2nc(N)ncc2-c2ccc(OC)c(OC)c2)c(O)c1,2,-0.7,14,-6,3,x,7,-1,26,6,-19
Cn1c(=O)oc2cc(S(=O)(=O)N3CCCC(C(=O)N4CCc5ccccc5C4)C3)ccc21 (stereo not drawn),x,-1.2,-12,-6,-4,106,x,2,-3,6,2
Cc1cccc(OCC2Cn3c(nc4c3c(=O)[nH]c(=O)n4C)O2)c1 (stereo not drawn),1,-0.5,-13,23,0,103,x,-4,-4,-23,-5
CCOC(=O)C1CCN(C(=O)C2CCC(=O)N(CC3CCCCC3)C2)CC1 (stereo not drawn),0,-3.8,8,x,3,112,3,-5,-14,8,-10
COc1ccc2c(CCNC(=O)c3ccc([N+](=O)[O-])cc3)c[nH]c2c1,6,2.5,-2,-6,-2,93,-15,-7,226,13,5
Cc1cc(Br)cc(Cl)c1OC(=O)c1ccncc1,1,0.9,-3,-6,32,109,-4,-4,-13,6,4
O=c1ccc2ccccc2o1,x,0.9,7,-5,-3,95,-4,2,-3&-17,5,-2
CCOC(=O)c1cc2c(nc1NC(=S)Nc1ccccc1)CC(C)(CC)OC2 (stereo not drawn),-1,0.4,-12,17,46,98,-3,-9,-12,-17,-5
COc1cccc(-n2c(SCC#N)nnc2-c2cnccn2)c1,4,-0.3,3,37,5,98,3,1,25,-37,-11
O=C(Nc1ncc(Cc2ccc(C(F)(F)F)cc2)s1)c1ccc(-c2cccc([N+](=O)[O-])c2)o1,-3,-0.7,-3,-40,2,94,-15,-7,-7,40,13
Nc1nc(-c2nonc2N)no1,2,3.0,-10,10,-8,95,-4,-4,x,-10,-4
COc1ccc(C2(C)NC(=O)N(CC(=O)Nc3cccnc3Cl)C2=O)cc1 (stereo not drawn),2,-2.7,0,-2,-7,99,3,-10,0,2,-2
CCOC(=O)c1c(C)[nH]c(C(=O)N/N=C/c2cc([N+](=O)[O-])ccc2O)c1C,15,-0.8,2,-86,10,98,-25,2,-9,86*,-4
O=C(Nc1ccccc1O)c1ccc2c(c1)C(=O)N(c1ccccc1)C2=O,-1,-0.2,-9,1,40,95,x,-1,97,-1,5
CC(Sc1nc2nn(-c3ccccc3)c(=O)c-2c2n1CCCCC2)C(N)=O (stereo not drawn),0,-1.6,-6,2,22,103,-8,3,6,-2,4
Cc1cc2nnc(SCC(=O)NCc3cccs3)n2c(N)n1,-4,-0.4,0,9,-1,104,-4,-3,3,-9,3
C/C(=N\O)c1ccc2c3ccccc3n(C)c2c1,-1,0.7,-2,3,19,109,23,4,22,-3,-5
COC(=O)CCC(=O)Nc1ccccc1C(=O)Nc1ccccc1,-2,-0.4,-2,8,-5,108,-2,-4,3,-8,-1
CCn1c(SCC(=O)Nc2ccccc2N2CCOCC2)nnc1-c1ccccc1O,0,-2.0,-4,-12,1,105,-6,3,-1,12,-3
O=C(CNC1CCCCC1)Nc1cccc([N+](=O)[O-])c1,1,3.9,-3,29,-3,105,x,-3,3,-29,4
CCOC(=O)c1c(NC(=O)COc2ncnc3sccc23)sc2c1CCC2,1,-0.9,-9,-2,28,94,-4,-4,-6,2,5
CCOC(=O)C1C(=O)N(O)CC1c1cccc(Oc2ccccc2)c1 (stereo not drawn),-1,0.0,-11,38,26,95,-7,-6,-9,-38,-11
COc1ccccc1C(=O)NC(=S)Nc1ccccc1N1CCCC1,15,4.3,-7,-75,27,x,2,-4,-18,75*,-9
CCOc1cccc(CNc2ccc(O)cc2)c1OCc1ccc(Cl)cc1,x,-0.3,4,-66,39,92,5,6,-8,66,-21
CCc1cc2c(=O)n3c(nc2s1)-c1[nH]c2ccc(OC)cc2c1CC3,-1,-0.6,0,-30,-24,93,52,-14,-10,30,-3
CCc1nnc(NC(=O)CCC(=O)NC2CC2)s1,-2,-1.2,-1,2,11,101,5,2,208,-2,-1
Cc1cccnc1NC(=O)c1cccc(S(=O)(=O)N2CCN(c3ccc(F)cc3)CC2)c1,1,-0.5,-13,9,-5,99,0,-3,-2,-9,1
O=C(Cc1ccc(NC(=O)C2CCN(C(=O)CCc3ccccc3)CC2)cc1)Nc1ccc(C(=O)N2CCOCC2)cc1,x,-2.8,-3,4,-4,105,8,4,x,-4,-1
Cc1noc(/C=C/c2ccco2)c1S(=O)(=O)N1CCC(C(=O)NC(C)c2ccccc2)CC1 (stereo not drawn),x,-1.2,-6,-81,19,103,x,7,-8,81*,-4
COc1ccc(C)cc1NC(=O)c1ccc2c(SCC(=O)O)c3c(nc2c1)CCCC3,0,0.5,-8,x,39,102,26,-9,15,x,-8
COc1ccc(C(CNC(=O)COc2cccc(C(F)(F)F)c2)N2CCCC2)cc1 (stereo not drawn),-1,0.3,-13,9,19,111,7,-1,25,-9,-5
Cc1ccc(NS(=O)(=O)N2CCOCC2)c(C)c1,2,-0.8,-4,34,-4,114,-4,-7,154,-34,-6
Cc1nc(-c2ccc(NC(=O)c3ccc(Br)o3)cc2)cs1,-1,1.6,-6,-14,-9,111,45,5,-32,14,26*

# 3 compounds out of the list, ordered by molecular weight, largest number first:
SMILES,NSD2 HMT inh,CDK5 p35 inh,PKA-R1A activ,SR-BI DiI-HDL act,Arr AP2 block,Pemphigus Ab inh,MITF TRPM1 HTS,PKA-R2B activ,SUMO Mot1 rescue,SR-BI DiI inh,dFosB act
Cc1cccnc1NC(=O)c1cccc(S(=O)(=O)N2CCN(c3ccc(F)cc3)CC2)c1,1,-0.5,-13,9,-5,99,0,-3,-2,-9,1
CCOC(=O)C1C(=O)N(O)CC1c1cccc(Oc2ccccc2)c1 (stereo not drawn),-1,0.0,-11,38,26,95,-7,-6,-9,-38,-11
Cc1ccc(NS(=O)(=O)N2CCOCC2)c(C)c1,2,-0.8,-4,34,-4,114,-4,-7,154,-34,-6

# Additional entries.
SMILES,NSD2 HMT inh,CDK5 p35 inh,PKA-R1A activ,SR-BI DiI-HDL act,Arr AP2 block,Pemphigus Ab inh,MITF TRPM1 HTS,PKA-R2B activ,SUMO Mot1 rescue,SR-BI DiI inh,dFosB act
CCOc1cc(CN2CCN(C(=O)c3ccco3)CC2)ccc1OC,1,0.3,-12,0,18,103,20,-10,x,0,-5
Cc1ccc(OCC(=O)NNC(=O)C2CCN(c3ncccn3)CC2)cc1,-1,0.2,-3,-14,-9,101,-4,11,162,14,-5
CC(C)(C)NC(=O)C(c1ccc(F)cc1)N(C(=O)CCC(=O)Nc1ccccn1)C1CCCC1 (stereo not drawn),-5,-0.4,8,5,-17,110,-16,1,-10,-5,-3
CCOC(=O)c1c(C)nc(-c2ccccc2)nc1NC(C)=O,-1,1.6,6,18,-8,99,10,2,2,-18,-3
Cc1cc(C)nc(Oc2ccc([N+](=O)[O-])cc2)n1,-2,-0.9,2,10,8,98,-1,5,16,-10,-2
CCN1CCSc2ccc(C(=O)NCc3cccc(Br)c3)cc21,x,-0.7,-3,-66,-2,98,3,0,-15,66,-11
O=S(=O)(O)c1nc2ccccc2n1Cc1ccc(Cl)cc1Cl,4,-1.6,-2,9,-4,115,-5,14,-14,-9,-1
CC(C)c1ccc(NC(=O)CSc2nc(=O)[nH]c3c2CCCC3)cc1,0,2.0,-3,32,28,96,-22,-5,-12,-32,-12
CC(Oc1cccc2cccnc12)C(=O)N/N=C/c1ccc2c(c1)OCO2 (stereo not drawn),x,-0.5,-2,x,13,x,52,-6,28,x,-6
Cc1ccccc1OCC(=O)Nc1ccc2c(c1)C(=O)N(CCC(=O)O)C2=O,0,-0.5,9,10,13,99,3,-3,2,-10,-5
COc1cccc(NC(=O)C2CCCN2C(=O)Nc2ccccc2)c1 (stereo not drawn),2,-1.6,-2,x,-3,97,8,-8,55,x,-5
CC(CN1CCCCC1)OC(=O)c1ccc2c(c1)OCCO2 (stereo not drawn),2,1.2,7,x,6,126,43,-1,-8,x,2
O=C1C(CN2CCCC2)CCCC1CN1CCCC1 (stereo not drawn),4,0.1,-5,-1,-11,97,x,-5,x,1,1
Cc1ccc(C)c(CNS(=O)(=O)c2ccc3c(c2)C(C)(C)C(=O)N3C)c1,-3,0.0,-3,-1,-7,101,1,2,-15,1,-6
COC(=O)c1cc(NC(=O)CC2C(=O)NCCN2C(=O)c2ccccc2)cc(C(=O)OC)c1 (stereo not drawn),x,-1.7,1,-5,18,95,0,-8,-5,5,-9
c1csc(-c2ccc3ccccc3n2)c1,0,-0.3,0,-14,-4,115,59,-12,0,14,-10

# Screening results from PubChem.
